Source: PubChem
FXIIa inh mix = human factor XIIa inhibitors, primary screen, biochemical, pooled compound mixtures, fluorogenic substrate; inhibition, % at 5 µM; Coagulation factor XII (Homo sapiens), P00748; purified FXIIa; 0.2% of 62,000 active;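 note: 0% = enzyme without compound and 100% = no enzyme blank; some results filed as inactive read as strong as hits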
Target sequence (P00748 20-372 limits assumed): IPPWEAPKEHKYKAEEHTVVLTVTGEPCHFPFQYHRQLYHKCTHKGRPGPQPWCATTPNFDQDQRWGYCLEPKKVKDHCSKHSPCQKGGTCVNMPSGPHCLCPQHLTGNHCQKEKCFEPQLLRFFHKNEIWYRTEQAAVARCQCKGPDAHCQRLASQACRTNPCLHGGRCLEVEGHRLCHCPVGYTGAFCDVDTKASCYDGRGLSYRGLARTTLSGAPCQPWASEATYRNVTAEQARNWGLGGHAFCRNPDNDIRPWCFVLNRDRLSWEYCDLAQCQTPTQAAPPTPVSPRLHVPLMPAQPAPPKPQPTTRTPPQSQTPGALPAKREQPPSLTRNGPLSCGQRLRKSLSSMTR
Target sequence (P00748 373-615 limits assumed): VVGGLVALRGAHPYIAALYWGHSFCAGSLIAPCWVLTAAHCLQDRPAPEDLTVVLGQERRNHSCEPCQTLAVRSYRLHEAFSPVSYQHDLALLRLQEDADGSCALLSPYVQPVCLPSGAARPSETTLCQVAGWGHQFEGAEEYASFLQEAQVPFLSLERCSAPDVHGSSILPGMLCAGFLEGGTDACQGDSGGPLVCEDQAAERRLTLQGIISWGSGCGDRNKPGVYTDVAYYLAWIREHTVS
Hsp90 inh = tumor Hsp90 inhibitors, primary screen, cell lysate, fluorescence polarization, NCI-N417 lysate. 0.35% of 64,000 active. Heat shock protein HSP 90-alpha (Homo sapiens), P07900. inhibition, % at 30 µM. Cy3B-geldanamycin FP displacement;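 active = inhibition above 50%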;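 note: 0% = tracer plus lysate wells and 100% = tracer alone without lysate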
Cdc25B inh = inhibitors of Cdc25B phosphatase catalytic domain, primary screen, biochemical, OMFP fluorescence. recombinant Cdc25B, OMFP fluorescence Ex485/Em525. inhibition, %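 (compounds tested at 10 µM final in the well)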. 0.1% of 65,000 active; in the data active = inhibition above about 50%
FXIa mix inh = FXIa protease inhibitors in compound pools, primary screen, biochemical, 10-compound mixtures. 0.19% of 62,000 active. inhibition, % at 5 µM. Coagulation factor XI (Homo sapiens), P03951. AID 680, 2007. purified FXIa, fluorogenic substrate, pooled mixtures;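 note: each value is inhibition by a whole ten-compound pool holding the compound; 0% = enzyme with no mixture and 100% = wells lacking enzyme; strong numbers were not always called active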
Abs 340nm = compound light absorbance at 340 nm, profiling panel, artefact control, biochemical, MLSMR library, data from PS, PMK, MK assays. compound absorbance at 340 nm, fold over control. 65,000 tested, under 10 active. fold change at 10 µM;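 active = at 10 µM dose, initial 340 nm absorbance at least 2 fold that of control wells; inactive = change under 2 fold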;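 note: initial absorbance extrapolated from kinetic A340 decline of NADH oxidation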
MMP13 inh = human MMP13 inhibitors, primary screen, biochemical, FRET peptide cleavage; Collagenase 3 (Homo sapiens), P45452; MMP-13 fTHP FRET cleavage, Mca fluorescence; inhibition, % at 4 µM; 0.07% of 65,000 active; AID 570, 2006;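 active = inhibition above the mean of compound-free control plate wells plus 3 SD, cut at about 14% in these data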;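 note: 0% = DMSO wells and 100% = wells with reference MMP-13 inhibitor after basal subtraction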
AP complement = alternative complement pathway inhibitors, primary screen, biochemical, ELISA, human serum, orthogonally pooled compounds | AID 1235, 2008 | inhibition, % at 5 µM | 0.08% of 62,000 active | LPS-coated ELISA, C3 deposition; tested in compound mixtures;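 active = inhibition above 30% in each of the two pooled mixtures holding the compound, so the lower value exceeds 30%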;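 note: 0% = serum in Mg-EGTA without compound and 100% = EDTA serum blank; some compounds past the cut are filed as inactive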
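Medium: diluted human serum in Mg2+-EGTA GVB++. Assay system: human serum complement alternative pathway, C3 deposition onto LPS. Also added: Plate-bound LPS. Technique: Anti-C3 ELISA, OD 450 nm. Measure: percent inhibition. Incubation: 1 h at 37 °C. Dosing: 5 µM each compound, pools of ten, 50 µM per pool.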
DUSP1 inh = MKP-1 phosphatase inhibitors, primary screen, biochemical, in vitro. Dual specificity protein phosphatase 1 (Homo sapiens), P28562. recombinant MKP-1, OMFP hydrolysis fluorescence. inhibition, %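 (compounds tested at a single concentration somewhere between 10 and 100 µM)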. 0.15% of 65,000 active. AID 374, 2006;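 active = inhibition above about 50%, limit read from the data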;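 note: 0% = DMSO max control wells and 100% = wells with enzyme stopped by NaOH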
JNK3 blocker = JNK3 kinase activity inhibitors, primary screen, biochemical, human, purified enzyme; HTS; inhibition, % at 8 µM; Mitogen-activated protein kinase 10 (Homo sapiens), P53779; AID 746, 2007; 0.61% of 60,000 active; in the data active = inhibition above about 17%;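 note: 0% = DMSO and 100% = reference inhibitor; many of its hits are not listed in these tables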
Target sequence (P53779 whole entry, looked up): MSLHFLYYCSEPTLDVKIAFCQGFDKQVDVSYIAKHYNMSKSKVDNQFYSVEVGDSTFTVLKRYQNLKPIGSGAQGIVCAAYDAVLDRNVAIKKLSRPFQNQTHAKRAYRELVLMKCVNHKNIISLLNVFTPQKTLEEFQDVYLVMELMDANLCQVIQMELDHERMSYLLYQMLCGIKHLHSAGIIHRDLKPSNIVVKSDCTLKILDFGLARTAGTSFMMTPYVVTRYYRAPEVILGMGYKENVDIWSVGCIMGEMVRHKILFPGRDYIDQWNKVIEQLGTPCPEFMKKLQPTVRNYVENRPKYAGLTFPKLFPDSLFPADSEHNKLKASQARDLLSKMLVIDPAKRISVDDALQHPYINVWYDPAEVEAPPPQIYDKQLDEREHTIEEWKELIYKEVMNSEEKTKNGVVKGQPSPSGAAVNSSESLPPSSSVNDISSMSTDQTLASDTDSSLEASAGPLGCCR
* hit, by the source's call; i = inactive; · = not tested or not shown; & = joins results of further samples; [ ] = dose if it differs, or a comment. Cut-off read from the data, not from the text of the source, unless noted: active = inhibition above about 20% (passing the limit was not always enough); inactive = the rest.

Compound	FXIIa inh mix	Hsp90 inh	Cdc25B inh	FXIa mix inh	Abs 340nm	MMP13 inh	AP complement	DUSP1 inh	JNK3 blocker
CCS(=O)(=O)N1CCN(Cc2nc3ccccc3c(=O)[nH]2)CC1	-2	·	-18	-2	1	0	6	29	·
O=C(CN1CCOCC1)N1CCCc2c1c(=O)oc1ccc(OCc3ccccc3)cc21	13	1	3	4	1	-10	-6	2	-3
CCN=C(Nc1cccc(F)c1)SC1CC(=O)N(c2ccc(OC)cc2)C1=O (stereo not given)	10	0	-20	3	0.97	1	6	-5	-6
COc1cccc(OCCOCCN(C)CCO)c1	-14	1	1	1	0.99	-3	2	-12	-9
CC(=O)Nc1ccc(S(=O)(=O)NCC2CCC(C(=O)N3CCN(c4ccccn4)CC3)CC2)cc1 (stereo not given)	-5	-2	-5	9	1	-6	6	19	-1
O=C(O)CCc1ccc(-c2cccs2)n1NC(=O)c1ccccc1Br	-7	-5	18	8	1	8	12	11	-1
CCN1CCN(S(=O)(=O)c2cc(OC)ccc2OC)CC1	-2	-2	-9	-2	1.1	1	0	7	-2
CCOc1ccc2nc(NC(NC(=O)CC)(C(=O)OC)C(F)(F)F)sc2c1 (stereo not given)	·	-6	4	·	1	1	·	-10	4
COc1cc(OC)c(NC(=O)CCc2nc(-c3cccs3)no2)cc1Cl	-17	1	2	-2	0.99	2	12	8	·
COc1ccc(CNC(=O)c2noc3c2CCCCC3)cc1	-3	-2	-5	-1	0.98	2	5	-2	4
CCn1c(=O)n(CC(=O)N2CCN(c3ccccc3F)CC2)c(=O)c2ccccc21	-3	-2	-21	-1	1	-5	17	2	8
CCOc1ccccc1OCC(=O)Nc1nnc(COC)s1	5	-4	-5	3	0.98	6	-11	-2	-2
Cc1cc(=O)n2nc(N3CCC(C(=O)NCc4cccnc4)CC3)sc2n1	3	-3	-9	13	1	-2	13	-10	3
CC(=O)c1c(N2CCCCC2)nc(=O)n(-c2ccccc2)c1C	1	-3	-6	1	1.1	-9	3	-6	8
O=C(OCC(=O)N1CCOCC1)c1ccccc1SCC(=O)N1CCCC1	-18	0	-12	-3	1	2	-16	26	3
COc1ccc2c(c1)-c1nc(NC(=O)c3ccco3)sc1CC2	·	5	-12	·	1.1	·	·	27	·
CCOCCCNC(=O)c1ccccc1SCC	2	-5	-6	7	1	0	23	6	-6
CCCCNC(=O)CSc1nc2ccccc2c(=O)n1C1CCCC1	2	-4	-7	1	1	3	9	36	-7
CCC(CO)Nc1ncnc2c1cnn2-c1ccc(Cl)cc1 (stereo not given)	-15	-2	3	9	0.99	-2	12	17	1
CN(C)c1ccc(-c2nnc(-c3ccc(S(=O)(=O)C(F)F)cc3)o2)cc1	11	4	12	1	1.1	-3	1	14	-4
OCCNc1ncnc2c1c(-c1ccccc1)c(-c1ccccc1)n2Cc1ccco1	0	-4	-26	10	0.99	-129[fluorescence artefact?]	-19	5	-10
CCOc1cccc(NC(=O)CC#N)c1	3	-2	-8	-3	1.1	1	-7	10	7
Cc1ccccc1-n1c(C)nnc1SCC(=O)NCC1CCCO1 (stereo not given)	12	-2	-14	11	0.98	0	12	25	-2
Cc1nn2c(N3CCCC3)cc(C(C)C)nc2c1-c1ccccc1	12	-5	5	4	1	-6	9	15	0
N#Cc1ccc(Sc2nc3ccccc3[nH]2)cc1C#N	-6	·	-7	1	1	6	12	7	·
CCOC(=O)N1CCC(N2Cc3cccc(C(=O)NCc4ccc(C)cc4)c3C2=O)CC1	7	-2	-12	1	1	1	9	5	-1
Clc1ccc(Cc2nnc(-c3ccccc3Br)o2)cc1	3	-1	-1	3	1	4	11	5	7
COC(=O)C1=C(C)NC(=O)C1(Nc1nccs1)C(F)(F)F (stereo not given)	4	-3	-4	4	1	-1	6	-9	7
O=C(Cn1nnc(-c2ccccc2)n1)NCc1ccc2c(c1)OCO2	-10	0	-10	4	0.95	2	8	0	4
COc1ccc(-c2nnc(SCC(=O)OC3CCCCC3)o2)cc1OC	4	-1	-3	2	1	5	-3	25	-4
CCOC(=O)C1/C(=N\O)CC(C)(O)C(C(=O)OCC)C1c1ccc(OC)c(OC)c1 (stereo not given)	·	-6	18	·	0.99	4	·	-30	-7
COc1ccc(NC(=O)C2CCC(C)(C(=O)O)C2(C)C)cc1 (stereo not given)	-5	·	20	1	1.1	·	-6	7	·
CCOC(=O)CCCCC(=O)c1[nH]c(=O)[nH]c1CSc1nc(-c2ccccc2)c(C#N)c(=O)[nH]1	7	-6	2	7	1.1	1	0	29	-20
CCC1c2ccc(C)n2CCN1C(=O)Nc1ccccc1C(=O)OC (stereo not given)	-15	0	-10	4	1	-5	10	-7	-2
COCCCn1c(=N)c(C(=O)NCC2CCCO2)cc2c(=O)n3cccc(C)c3nc21 (stereo not given)	2	0	1	-37	1	i[fluorescence artefact?]	4	-14	-3
Cc1onc(-c2c(Cl)cccc2Cl)c1C(=O)Nc1ccc2c(c1)OCCO2	3	2	-3	0	1.1	4	-12	6	2
CCCCCC(C)n1[nH]c(=O)c2c(C)cc(C)nc21 (stereo not given)	16	2	-2	4	1	-2	-10	-5	5
O=C(CCCn1c(=O)c2sccc2n(Cc2ccc(F)cc2)c1=O)NCc1ccco1	-5	-3	-10	-1	0.98	-4	-2	3	-4
CC1(C)CNC(=O)C=C(c2ccccc2)C1	-12	-1	-6	-2	1.1	2	-6	15	8
O=C(COc1ccc(Br)cc1)N1CCCCCC1	-5	-4	-1	8	1	-6	17	-9	4
O=C(Nc1ccc(Cl)cc1)Nc1ccc(N2CCOCC2)cc1	-3	1	-4	-1	1	2	3	2	-4
CS(=O)(=O)Nc1ccc2c(c1)nc1n2CCOC1	-15	0	6	-1	1	-2	8	-14	6
CC(=O)Nc1ccc(S(=O)(=O)N2CCN(CC(=O)NC3CCCC3)CC2)cc1	6	·	-18	5	1	6	12	11	·
Cc1cc(C)c2cc(CN(CC3CCCO3)C(=O)NC3CCCCC3)c(=O)[nH]c2c1 (stereo not given)	5	-3	14	11	1	-14	10	30	-2
Brc1ccc(C2=Nn3c(nnc3-c3cccnc3)SC2)s1	3	-7	-5	5	1.1	3	12	-5	-3
COc1cc(C2CC(=O)NC3=C2C(=O)CC(C)(C)C3)ccc1O (stereo not given)	3	0	-5	1	1	-4	2	-4	7
CCOC(=O)C1C(C#N)=C(N)OC(C)=C1c1ccncc1 (stereo not given)	6	0	0	0	0.99	-4	1	18	6
O=P(O)(O)c1ccccc1OCCCCCOc1ccccc1P(=O)(O)O	9	0	-8	0	1	-9	7	8	1
CCOC(=O)N1CCC(NC(=O)CN2C(=O)CCSc3ccccc32)CC1	5	-1	-15	6	0.98	1	20	-5	0
Cn1c(=O)c2ccccc2n(Cc2ccccc2F)c1=O	7	-3	-5	-31	1	0	7	6	-5
CCN1CCN(c2ncc(C(=O)Nc3cc(Cl)c(OC)cc3OC)c3ccccc23)CC1	-30	-3	-13	4	1.1	1	3	18	-1
C=CCn1c(SCC(=O)Nc2ccccc2C)nnc1-c1ccncc1	-22	2	-9	20	1	2	13	-5	-1
COC(=O)CSc1nc2c(c(-c3ccco3)c1C#N)CCCC2	6	-10	3	1	1	-4	-5	-9	7
Cn1c(Cc2ccccc2)nnc1SCC(=O)Nc1ccccc1N1CCOCC1	-16	-3	-11	-2	1	4	-2	7	-10
CC1(c2ccccc2)NC(=O)N(CCN2C(=O)c3ccccc3C2=O)C1=O (stereo not given)	11	-1	6	-7	1	-1	-14	-2	1
Cc1ccc2cccc(SCC(=O)N3CCOCC3)c2n1	-4	-3	2	0	0.99	-33	22	-2	-10
COc1ccccc1CN(CC(=O)NCc1ccco1)C(=O)CNS(=O)(=O)c1ccccc1	8	-1	-1	-35	1	1	10	-19	8
Cc1nc(SCC(=O)Nc2ccccc2)c2oc3ccccc3c2n1	7	2	-5	7	1.1	-10	19	28	-2
CCOC(=O)c1c(C)c(C(=O)NCCCOC(C)C)c(C)n1C	3	-7	-4	-14	0.98	0	3	4	-2
O=C(NCCc1ccccc1)C1CCCN1C(=O)NCc1ccccc1 (stereo not given)	3	1	-4	0	0.97	-1	-5	-7	-2

Fetched one by one from the list above, 2 records:
Compound	FXIIa inh mix	Hsp90 inh	Cdc25B inh	FXIa mix inh	Abs 340nm	MMP13 inh	AP complement	DUSP1 inh	JNK3 blocker
COc1ccccc1CN(CC(=O)NCc1ccco1)C(=O)CNS(=O)(=O)c1ccccc1	8	-1	-1	-35	1	1	10	-19	8
C=CCn1c(SCC(=O)Nc2ccccc2C)nnc1-c1ccncc1	-22	2	-9	20	1	2	13	-5	-1

New compounds follow
Compound	FXIIa inh mix	Hsp90 inh	Cdc25B inh	FXIa mix inh	Abs 340nm	MMP13 inh	AP complement	DUSP1 inh	JNK3 blocker
O=C(NCc1ccccc1)c1ccc(F)c(S(=O)(=O)N2CCOCC2)c1	-3	4	-2	7	1	4	19	12	-3
CCOC(=O)c1c(C)nc2c(c1C)/C(=N/O)CC(C)(C)C2	5	-1	-15	10	1	-2	28	4	8
COc1ccc(OC)c(N(CC(=O)NC2CC2)S(=O)(=O)c2ccc(C)cc2)c1	-3	-1	-12	-28	1	2	5	9	4
CN(C(=O)c1cc2n(n1)C(C(F)(F)F)CC(c1ccco1)N2)c1ccc(OC(F)(F)F)cc1 (stereo not given)	12	-2	-1	3	0.97	1	4	18	4
O=C(OC(C(=O)NCC1CCCO1)c1ccc(F)cc1)c1ccco1 (stereo not given)	3	-3	1	-1	1	-2	-15	-16	-5
CNC(=O)c1ccc(N(Cc2ccccc2)S(C)(=O)=O)cc1	0	-2	-8	-6	1.1	-4	3	8	3
CC(C)N(Cc1nnc(-c2ccccc2Cl)o1)C(=O)c1cccc(C#N)c1	-2	·	-2	-1	1	5	12	-4	·
O=C(CNS(=O)(=O)c1ccc(C(=O)N2CCOCC2)cc1)N1CCOCC1	5	-14	1	8	0.99	0	19	-3	-2
CCC1(c2ccccc2)C(=O)NCNC1=O	4	2&3	-11	4	0.99	-1	13	44	-3
C=CCOC(=O)C1=C(C)OC(N)=C(C#N)C1c1ccc(F)cc1 (stereo not given)	8	0	-6	5	1	0	15	20	0
Cc1oc(-c2ccc(Cl)cc2)nc1CS(=O)CC(=O)NCCN1CCCC1 (stereo not given)	9	-4	-6	5	1	-2	23	8	2
COc1ccc(Oc2nc(C)cc(C)c2C#N)cc1	12	-6	-8	2	1	3	4	-1	2
COc1ccc(C2=NO[C@@H]3C(=O)N(C4CCCCC4)C(=O)[C@H]23)cc1OC	-6	-1	0	1	1	0	0	-11	-2
COc1cccc(-c2nc(Cc3ccc(OC)c(OC)c3)no2)c1	5	-4	-8	14	1	4	10	5	-6
CC(CN1CCNCC1)(NS(=O)(=O)c1ccccc1)c1ccccc1 (stereo not given)	8	0	-12	5	0.98	-5	20	-8	8
C/C=C/Cn1c(SCCCc2ccccc2)nc2c1c(=O)[nH]c(=O)n2C	4	-3	-3	-4	0.99	1	7	-5	-9

This is a random part of the collection (roughly 1.5% active in at least one column).
